DAX1 inh-1: DAX1 (NR0B1) inhibition, primary screen; HEK293T StAR-luciferase reporter, SF-1/DAX-1 repression relief; inhibition, % at 6.8 µM; 370,000 compounds, 1.1% hits; AID 652010;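 active = inhibition above the mean over all tested compounds plus 3 SD, cut at about 3.6% in these data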;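 note: 0% = DAX-1 cells with DMSO and 100% = cells lacking DAX-1 with DMSO; higher inhibition means more luminescence from relief of DAX-1 repression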
GAA850 FXN act: frataxin GAA850 promoter activation. HEK293 lucGAA850 FXN promoter luciferase reporter, 24 h; percent of 10 µM SAHA response. activation, % at 6 µM. 360,000 compounds, 0.56% hits;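 active = activation above the average of all compounds screened plus 3 SD, cutoff fixed separately per campaign, cut at about 7.5% in these data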;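 note: 0% = DMSO wells and 100% = 10 µM SAHA wells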
DAX1 inh-2: inhibits human nuclear receptor DAX1 | inhibition, % at 6.75 µM | AID 504766 | 340,000 compounds, 0.99% hits | HEK293 Gal4-DAX1 luciferase reporter, luminescence;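 active = inhibition above the mean over all tested compounds plus 3 SD, cut at about 4.2% in these data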;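 note: 0% = DAX1-transfected cells with DMSO and 100% = empty-vector control cells with DMSO; inhibition shows as a rise in luminescence from relieved DAX1 repression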
hgDAF12 agonist: agonists of H. glycines DAF-12 nuclear receptor; 370,000 compounds, 1.8% hits; HEK293 GAL4-hgDAF12 UAS-luciferase reporter, agonist luminescence; normalized to butyrate control; activation, % at 6.8 µM;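 active = activation above a cutoff set at the mean of all screened compounds plus 3 SD, cut at about 10% in these data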;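 note: 0% = DMSO wells and 100% = sodium butyrate wells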
ssDAF12 agonist: S. stercoralis DAF-12 activation, primary screen | HEK293 ssDAF-12/GRIP1 lit1-tk-luc reporter, luminescence; % of 3 µM dafachronic acid response | activation, % at 6.8 µM | 370,000 compounds, 1% hits | AID 652126;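 active = activation above the mean over all tested compounds plus 3 SD, cut at about 0.9% in these data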;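 note: 0% = DMSO-only wells and 100% = 3 µM delta7-dafachronic acid wells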
ADAM10 inh: inhibitors of human ADAM10 | O14672 | recombinant ADAM10, EDANS/DABCYL FRET peptide cleavage, 3 h | inhibition, % at 7 µM | 370,000 compounds, 0.62% hits | AID 720582;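 active = inhibition above a per-campaign cutoff equal to the mean of compounds falling between control-based bounds plus 3 SD, cut at about 20% in these data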;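 note: 0% = DMSO wells while the 100% control is not disclosed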
GC-A act: GC-A (human) enzyme activation; P16066; HEK293 GC-A cells, cGMP TR-FRET, EC30 ANP; 0% at EC30 ANP, 100% saturating ANP; activation, % at 10 µM; 370,000 compounds, 0.14% hits; in the data active = activation above about 40%
SMARCA2 activ: activators of SMARCA2 function | 370,000 compounds, 1% hits | activation, % at 9.1 µM | MG213 cells, MMTV-luciferase reporter, dexamethasone, overnight; in the data active = activation above about 7.8%;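 note: 0% = vehicle wells and 100% = reference activator wells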
hcDAF12 agonist: activates DAF-12 receptor from parasite H. contortus. HEK293 hcDAF-12 lit1-tk-luc reporter, luminescence; 0% DMSO, 100% Δ7-dafachronic acid. activation, % at 6.8 µM. 370,000 compounds, 1.4% hits. AID 652067;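 active = activation above the mean of all tested compounds plus 3 SD, cut at about 5.5% in these data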;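 note: 100% = response to 3 µM Δ7-dafachronic acid high control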
sPLA2-III inh: Blocks human group III sPLA2 activity. QFRET BODIPY PC-A2 liposome hydrolysis, fluorescence. inhibition, % at 12.2 µM. 370,000 compounds, 0.56% hits;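 active = inhibition above mean plus 3 SD of compounds lying within the high and low control bounds, cut at about 19% in these data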;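 note: 0% = median of test compound wells and 100% = no enzyme DMSO wells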
NPR2 activator: GC-B (human) receptor activation. AID 1920062. 370,000 compounds, 0.11% hits. activation, % at 10 µM. HEK293-GC-B cells, CNP EC30, cGMP TR-FRET; 0% at EC30 CNP, 100% saturating CNP;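 active = activation at 10 µM reaching about 35% in either raw or pattern-adjusted values, limit read from the data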
Target sequence (P20594 whole entry, looked up): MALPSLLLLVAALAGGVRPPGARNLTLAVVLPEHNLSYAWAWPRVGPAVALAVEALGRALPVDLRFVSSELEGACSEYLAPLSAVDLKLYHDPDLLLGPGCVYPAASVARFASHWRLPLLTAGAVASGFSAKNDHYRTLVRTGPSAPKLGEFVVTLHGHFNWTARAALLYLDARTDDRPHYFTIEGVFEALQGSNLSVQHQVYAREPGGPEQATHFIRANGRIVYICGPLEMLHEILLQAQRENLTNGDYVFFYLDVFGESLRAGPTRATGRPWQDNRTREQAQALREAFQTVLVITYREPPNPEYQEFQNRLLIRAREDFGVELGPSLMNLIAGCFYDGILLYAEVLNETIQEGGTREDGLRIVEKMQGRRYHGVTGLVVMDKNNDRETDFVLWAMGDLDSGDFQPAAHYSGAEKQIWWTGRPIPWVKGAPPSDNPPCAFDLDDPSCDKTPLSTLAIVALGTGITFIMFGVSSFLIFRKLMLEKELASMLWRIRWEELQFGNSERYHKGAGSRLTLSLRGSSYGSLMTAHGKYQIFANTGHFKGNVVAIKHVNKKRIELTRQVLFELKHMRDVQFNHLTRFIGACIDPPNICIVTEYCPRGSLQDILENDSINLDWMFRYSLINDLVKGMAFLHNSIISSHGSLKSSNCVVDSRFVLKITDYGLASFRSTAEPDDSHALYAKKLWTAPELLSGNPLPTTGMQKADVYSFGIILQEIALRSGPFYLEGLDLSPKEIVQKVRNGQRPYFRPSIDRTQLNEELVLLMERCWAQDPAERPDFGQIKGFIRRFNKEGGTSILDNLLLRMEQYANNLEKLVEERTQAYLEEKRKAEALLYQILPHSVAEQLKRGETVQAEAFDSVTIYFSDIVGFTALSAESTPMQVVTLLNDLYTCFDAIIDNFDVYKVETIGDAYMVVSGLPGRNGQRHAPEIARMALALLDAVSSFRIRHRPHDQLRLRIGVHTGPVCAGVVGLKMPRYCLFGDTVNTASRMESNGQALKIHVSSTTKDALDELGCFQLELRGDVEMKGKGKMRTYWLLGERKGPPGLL
Active calls of the source: *; . = no result given.

No.	Molecule	GAA850 FXN act	GC-A act	NPR2 activator	hgDAF12 agonist	ADAM10 inh	DAX1 inh-1
1	O=C(NC1CCOCC1)C1CCC(=O)N(CCc2cccc(F)c2)C1 (centres undefined)	0.4	1	-10	-0.9	-3	-0.2
2	O=C(CN1CCN(S(=O)(=O)c2ccc(F)c(Cl)c2)CC1)N1CCNC1=O	0.0	-5	-6	-0.5	2	-0.6
3	CCOc1ccc([C@@H]2CC=C(C(=O)O)[C@H](c3ccc(F)cc3)N2S(=O)(=O)c2ccc(C)cc2)cc1	0.0	1	0	0.7	-4	0.1
4	Cc1ccc(OCC(O)CN2CCc3ccccc3C2)c(C)c1 (centres undefined)	0.1	-3	2	-1.2	8	0.4
5	CCOc1ccccc1N(CC(=O)NCCSc1ccccn1)S(=O)(=O)c1ccc(C)cc1	2.1	-4	-3	-1.6	2	-0.2
6	COC(=O)c1ccc(C)c(NC(=O)CCCN2C(=O)CN(C)C2=O)c1	0.8	0	1	1.8	-20	-0.5
7	Cc1ccc(C(=O)N2N=C3c4ccccc4S(=O)(=O)N3[C@H]2N(C)C)cc1	0.8	5	0	-0.7	-2	0.1
8	COC(=O)c1ccc2nc(-c3ccco3)c(Cc3cccc(F)c3)n2c1	.	29	42*	0.9	-58	-0.6
9	CC(=O)NNc1ncnc2c1cnn2-c1ccc(C)c(Cl)c1	-4.4	24	-4	-3.4	9	1.0
10	Brc1cc2[nH]cnc2c2ccccc12	1.4	-2	-5	-2.4	5	-0.8

No.	ssDAF12 agonist	sPLA2-III inh	hcDAF12 agonist	SMARCA2 activ	DAX1 inh-2
1	-1.6	6	-0.6	1	-0.6
2	-1.1	2	-1.4	2	0.5
3	-1.2	-17	-1.6	0	-0.4
4	-1.6	-2	-1.8	0	-0.1
5	-1.1	-6	-1.4	-2	-0.6
6	-0.6	-3	-0.9	-1	1.0
7	-1.3	4	0.0	2	-0.6
8	-0.8	3	2.0	-2	.
9	-2.2	1	-2.8	-3	3.9
10	-0.3	-23	4.0	-2	-0.9

One compound at a time, from the list above. Values in the order: GAA850 FXN act | GC-A act | NPR2 activator | hgDAF12 agonist | ADAM10 inh | DAX1 inh-1 | ssDAF12 agonist | sPLA2-III inh | hcDAF12 agonist | SMARCA2 activ | DAX1 inh-2
O=C(CN1CCN(S(=O)(=O)c2ccc(F)c(Cl)c2)CC1)N1CCNC1=O as listed: 0.0 | -5 | -6 | -0.5 | 2 | -0.6 | -1.1 | 2 | -1.4 | 2 | 0.5
Brc1cc2[nH]cnc2c2ccccc12 as listed: 1.4 | -2 | -5 | -2.4 | 5 | -0.8 | -0.3 | -23 | 4.0 | -2 | -0.9

Individual results from above.
SMARCA2 activ with no. 9 → -3
sPLA2-III inh with no. 1 → 6

More entries.
No.	Molecule	GAA850 FXN act	GC-A act	NPR2 activator	hgDAF12 agonist	ADAM10 inh	DAX1 inh-1
11	CCOC(=O)c1c(C)oc2ccc(NS(=O)(=O)c3cccs3)cc12	-1.8	1	7	-1.3	21*	0.2
12	CCOC(=O)c1ccc2c(c1)nc(SC(C)C(=O)NCC1CCCO1)n2CC (centres undefined)	1.9	1	3	0.0	-8	-1.4
13	O=c1c2c(nc3nc(COc4ccccc4)[nH]n13)CCC2	-0.7	0	8	-1.6	0	0.1
14	Cc1ccc(-n2c(SCC(N)=O)nc3c([nH]c4ccccc43)c2=O)cc1	-1.0	2	5	-5.0	-8	-0.7
15	O=C(CCC1CCCC1)NNC(=O)COc1ccc(Br)cc1	0.4	0	-1	4.5	-16	-0.2
16	COC(=O)[C@]12C[C@H](CC(=O)NCCCCc3ccccc3)C(=O)N(Cc3cccc4ccccc34)C1=C[C@H](COCc1ccccc1)O[C@@H]2C	.	2	3	3.2	9	1.6
17	COCCNC(=O)Cn1cnc2sc(C)c(S(=O)(=O)N3CCC(C)CC3)c2c1=O	-1.0	1	1	-0.4	-2	-0.1
18	CC(C)C(=O)Nc1nnc(S(=O)(=O)N2c3ccccc3CC2C)s1 (centres undefined)	-0.5	-1	4	-0.5	-13	0.9
19	N#Cc1c(SCC(=O)Nc2cccc(F)c2)sc2c(O)cc(=O)[nH]c12	2.1	0	-5	2.6	-19	0.1
20	C[C@H](CO)N1C[C@H](C)[C@@H](CN(C)S(=O)(=O)c2ccccc2)Oc2ccc(NC(=O)NC3CCCCC3)cc2C1=O	1.0	0	5	-0.1	3	4.2*

No.	ssDAF12 agonist	sPLA2-III inh	hcDAF12 agonist	SMARCA2 activ	DAX1 inh-2
11	-1.1	-32	-1.8	5	-1.3
12	-0.6	5	-1.1	-1	-0.8
13	-1.6	-1	-0.7	2	-0.4
14	-1.5	-1	-1.6	0	-0.6
15	-0.8	-21	-1.6	-1	-1.0
16	-1.1	-19	-1.2	-4	.
17	-0.7	5	-0.2	-3	-1.0
18	-1.4	10	-1.9	-2	2.4
19	-0.9	-1	1.4	0	-0.1
20	-0.4	-8	0.4	-3	-0.8

The results go on:
No.	Molecule	GAA850 FXN act	GC-A act	NPR2 activator	hgDAF12 agonist	ADAM10 inh	DAX1 inh-1
21	COC(=O)c1ccc(CNC(=O)CSC2=NCCS2)cc1	2.5	2	2	0.8	1	-0.1
22	Brc1cc(Br)c2nc(-c3cccs3)ccc2c1	3.8	2	-10	1.8	0	-0.3
23	CC(C)N1CCC(N2CCN(Cc3ccc4nonc4c3)CC2CCO)CC1 (centres undefined)	1.7	1	1	3.1	0	0.3
24	NCCNC(=O)c1c(NC(=O)c2ccccc2)sc2c1CCCC2	5.3	-6	-11	9.0	-5	0.4
25	O=[N+]([O-])c1ccccc1N/N=C/c1c[nH]c2ccccc12	4.6	-15	-19	21*	-3	2.7
26	c1ccc(-c2nc(NCc3ccco3)c3ccccc3n2)nc1	-6.4	8	0	-7.0	2	-3.9
27	COc1cc(OC)cc(C(=O)NC(=S)Nc2ccc(Cl)c(C(=O)O)c2)c1	0.2	0	-1	3.5	7	1.3
28	O=C1CC(N2CCC(c3nc4ccccc4[nH]3)CC2)C(=O)N1Cc1ccccc1 (centres undefined)	3.2	2	3	2.1	0	-0.1
29	O=C(C1=C[C@H](C2CC2)C[C@H](OCc2ccc(CO)cc2)O1)N1CCOCC1	-1.0	-2	2	-1.2	-4	-0.1
30	CC(=O)N1CCN=C1SCc1c(F)cccc1Cl	1.6	1	-6	-0.3	7	0.2

No.	ssDAF12 agonist	sPLA2-III inh	hcDAF12 agonist	SMARCA2 activ	DAX1 inh-2
21	-1.7	0	2.9	-1	-0.7
22	-0.3	4	1.7	4	0.6
23	-1.1	-1	0.1	4	1.6
24	-0.1	4	5.0	2	0.9
25	2.5*	14	11*	3	3.1
26	-1.1	6	-2.1	-5	-3.7
27	-0.7	7	-0.4	-1	0.9
28	-1.1	-2	0.9	-1	1.1
29	-1.1	4	-0.2	2	0.7
30	-0.5	2	0.7	5	1.4

(listing goes on)
No.	Molecule	GAA850 FXN act	GC-A act	NPR2 activator	hgDAF12 agonist	ADAM10 inh	DAX1 inh-1
31	Cc1ccc(NC(=O)N2CCC(NC(=O)C(C)(C)C)CC2)cc1	2.8	-1	5	-0.4	-9	-0.3
32	O=C(CN1CC(=O)Nc2ccccc21)NCCc1ccc(Cl)cc1Cl	-0.9	-3	-6	-2.7	-13	-0.2
33	CCn1cnc2cc(NC(=O)COc3ccc(C)cc3)ccc21	-2.0	-6	-5	-3.8	-4	-1.2
34	O=C(C1CCCN(S(=O)(=O)c2ccccc2[N+](=O)[O-])C1)N1CCCC1 (centres undefined)	1.1	0	-2	2.3	0	0.4
35	NC(=O)C1CCN(C(=O)Cn2cccc2C(=O)c2ccccc2)CC1	-0.7	2	5	0.9	-6	-0.5
36	COc1ccc(-c2[nH]c(-c3ccc(F)cc3)nc2SCC(=O)NC2CCCC2)cc1	-1.8	-11	3	-1.9	-27	0.5
37	O=C(O)CC1S/C(=N/N=C/c2ccc(-c3ccc(Cl)cc3[N+](=O)[O-])o2)NC1=O (centres undefined)	-0.9	-7	2	-1.5	7	-0.7
38	CC1=CC(C)(C)N(C(=O)CN2C(=O)CCC2=O)c2ccc(C)cc21	0.1	-2	3	6.1	-6	-0.5
39	CN(CC(=O)Nc1ccc2c(c1)OCO2)S(=O)(=O)c1cccs1	-0.3	4	-4	3.5	2	1.3
40	COc1cc(OC)c(OC)cc1/C=N/NC(=O)CC1C(=O)NN=C1C (centres undefined)	-0.1	1	6	-0.2	-193	-0.8

No.	ssDAF12 agonist	sPLA2-III inh	hcDAF12 agonist	SMARCA2 activ	DAX1 inh-2
31	-1.1	3	-2.0	-2	3.9
32	-0.8	1	0.1	-7	-0.2
33	-1.0	-18	-1.4	0	0.1
34	-0.1	-6	-0.4	-2	0.7
35	-1.2	-1	-1.0	0	-0.9
36	-1.9	-5	-1.4	2	0.3
37	-1.1	-8	2.0	2	-0.6
38	-1.4	-2	-1.3	-4	-0.7
39	-0.6	6	2.1	4	2.3
40	-0.9	5	-0.4	-6	0.4

Additional compounds:
No.	Molecule	GAA850 FXN act	GC-A act	NPR2 activator	hgDAF12 agonist	ADAM10 inh	DAX1 inh-1
41	COC1CCN(C(=O)c2ccc3oc(C(C)C)nc3c2)CC1	1.4	6	3	3.2	-7	0.2
42	COc1ccc(C(=O)COC(=O)CCc2ccccc2)cc1	-0.1	0	3	0.8	-4	-0.1
43	CC(C)[C@H](COC=O)NC(=O)[C@H]1O[C@@H](n2ccc(N)nc2=O)[C@H](O)[C@@H]1O	.	1	1	-0.6	-6	1.3
44	O=C(NN=C1CCN(Cc2ccccc2)CC1)c1cc(Br)ccc1O	5.3	-1	2	6.7	-62	0.6
45	c1ccc2c(c1)OCC(c1nn3c(Cn4nnc5ccccc54)nnc3s1)O2 (centres undefined)	0.8	4	0	-2.5	4	-0.9
46	COc1cc(C(=O)Nc2nc(-c3ccc(C)cc3)cs2)ccc1OCC(=O)N1CCOCC1	-0.9	10	-1	1.2	-2	-0.8

No.	ssDAF12 agonist	sPLA2-III inh	hcDAF12 agonist	SMARCA2 activ	DAX1 inh-2
41	-1.1	2	-3.2	-1	0.3
42	-1.8	4	1.2	-3	1.9
43	-1.2	4	1.7	-2	.
44	-1.5	-3	-0.5	0	0.5
45	-1.1	-4	-0.7	-3	-0.2
46	-1.5	-8	-0.2	0	-0.9
